# Rab2A wt mod: changes GTP binding to wildtype dog Rab2A, up or down; P61105; GST-Rab2 wt beads, Bodipy-GTP binding, flow cytometry; GTP binding activity, % at 10 µM; 190,000 tested, 0.19% active;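 active = GTP binding activity at least 20 points away from 100%, either lowered or raised; inconclusive = signal likely due to the compound's own green fluorescence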;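 also: 0% = beads with excess unlabeled GTP and 100% = no-compound control corrected for plate trend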
# RGS8-Gao: human RGS8-Galphao interaction regulation; P09471; multiplexed bead flow cytometry, RGS8-Galphao binding; actives lie on both sides; response (percent of control binding), % at 10 µM; 220,000 tested, 0.34% active; in the data active = response below about 60% or above about 140%; inactive = in between;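 also: Galphao activated as the GDP aluminium fluoride complex binding bead-coupled RGS8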
# Mcl1 Noxa PPI: Mcl-1/Noxa interaction inhibition. AID 1022. inhibition, % at 21.7 µM. 220,000 tested, 1.5% active. Q07820. TR-FRET Mcl-1/Noxa peptide binding, 2 h;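 active = compounds that cut the protein-peptide binding signal by more than 50% relative to plate controls in a single-dose test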;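 also: His-tagged Mcl-1 with rhodamine Noxa BH3 peptide and terbium anti-His antibody; 0% = Mcl-1 plus Noxa peptide wells and 100% = peptide-only wells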
# Target sequence (Q07820 whole entry, looked up): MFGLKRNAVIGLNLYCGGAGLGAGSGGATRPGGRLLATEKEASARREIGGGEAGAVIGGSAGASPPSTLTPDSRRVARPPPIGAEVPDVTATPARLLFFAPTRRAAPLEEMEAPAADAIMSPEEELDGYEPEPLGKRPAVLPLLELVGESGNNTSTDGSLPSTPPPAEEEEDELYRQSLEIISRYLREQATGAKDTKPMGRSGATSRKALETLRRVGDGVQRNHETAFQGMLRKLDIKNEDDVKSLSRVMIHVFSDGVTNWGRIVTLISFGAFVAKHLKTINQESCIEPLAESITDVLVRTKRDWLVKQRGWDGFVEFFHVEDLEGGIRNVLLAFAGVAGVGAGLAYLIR
# Rac1 wt modul: modulators of human Rac1 wildtype GTP binding; P63000; GST-Rac1 beads, fluorescent GTP binding, flow cytometry; actives lie on both sides; 0 = cold GTP competed, 100 = untreated; GTP binding activity (% of control), % at 10 µM; 190,000 tested, 0.27% active;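 active = GTP binding activity at least 20 points away from the 100% control level, either lower or higher; inconclusive = compound flagged as likely green fluorescent, judged across all proteins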
# Cdc42 wt: changes GTP binding to wildtype human Cdc42 | GST-Cdc42 beads, Bodipy-GTP binding, flow cytometry; actives lie on both sides | percent activity (GTP binding), % at 10 µM | 190,000 tested, 0.2% active | P60953;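 active = percent activity GTP binding at least 20 points away from the 100% baseline, either down as inhibitor or up as activator; inconclusive = compound flagged as likely green fluorescent from well-wide comparison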;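 also: median bead fluorescence of bound Bodipy-FL-GTP at 100 nM; 0% = excess unlabeled GTP control and 100% = no compound control; below 100% means less GTP binding so inhibitor and above means activator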
# Target sequence (P60953 whole entry, looked up): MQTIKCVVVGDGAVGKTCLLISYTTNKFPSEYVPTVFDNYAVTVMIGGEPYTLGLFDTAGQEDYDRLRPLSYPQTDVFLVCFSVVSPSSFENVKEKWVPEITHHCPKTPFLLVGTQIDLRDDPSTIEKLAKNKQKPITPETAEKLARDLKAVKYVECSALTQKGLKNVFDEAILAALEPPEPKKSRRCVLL
# Pf gamet viab: P. falciparum stage V gametocyte viability inhibition. AID 743093. inhibition, % at 10.9 µM. P. falciparum stage V gametocytes, ATP luminescence, 24 h. 150,000 tested, 0.065% active;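 active = inhibition above the mean plus 3 SD of compounds within the control limits, set per campaign, cut at about 38% in these data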;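 also: 0% = DMSO wells and 100% = medium only without gametocytes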
# Mcl-1 Bim block: inhibitors of Bim-Mcl-1 interaction, human; Q07820; inhibition, % at 10 µM; 190,000 tested, 0.1% active; Bead-based flow cytometry, Bim peptide-Mcl-1 binding; in the data active = inhibition above about 40%;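 also: 0% = no compound tracer wells and 100% = peptide blocker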
# Rab7 wt modul: alters GTP binding to wildtype dog Rab7; GST-Rab7 beads, fluorescent GTP binding, flow cytometry; actives lie on both sides; untreated = 100%, excess cold GTP = 0%; GTP binding activity (percent of control), % at 10 µM; 190,000 tested, 0.055% active; AID 758;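 active = fluorescent GTP binding to Rab7 beads changed by at least 20 points from the 100% baseline, either direction, mostly lower; inconclusive = compound itself probably fluorescent, or too few beads counted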;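 also: median green fluorescence of bound Bodipy-FL-GTP per Rab7 bead population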
# HRas wt GTP bind: human HRas wildtype GTP binding, change in either direction. GST-Ras wt beads, Bodipy-FL-GTP binding, flow cytometry; actives lie on both sides. 190,000 tested, 0.14% active. GTP binding activity, % at 10 µM. AID 759;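 active = GTP binding activity at least 20% away from the 100% baseline, either lowered as inhibitor or raised as activator; inconclusive = flagged as likely green fluorescent, judged across all proteins in the well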;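 also: 0% = unlabeled GTP competition control and 100% = no-compound control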
# Target sequence (P01112 whole entry, looked up): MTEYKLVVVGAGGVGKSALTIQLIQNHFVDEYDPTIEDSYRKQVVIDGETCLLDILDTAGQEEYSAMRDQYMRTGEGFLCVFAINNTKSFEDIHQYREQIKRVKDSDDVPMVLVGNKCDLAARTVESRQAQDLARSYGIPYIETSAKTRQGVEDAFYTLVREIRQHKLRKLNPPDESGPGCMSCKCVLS
# Mcl1 Bid PPI: Mcl-1/Bid interaction inhibition; 220,000 tested, 0.97% active; TR-FRET Mcl-1/Bid-Dy647 peptide binding, 1536-well; inhibition, % at 21.7 µM; AID 1021;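 active = compounds that cut the binding signal by more than half at the single screening dose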;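 also: His-tagged Mcl-1 with europium anti-His antibody binding Bid BH3 peptide; 0% = Mcl-1 plus peptide wells and 100% = peptide-only wells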
# Rac1 mut GTP: human Rac1 activated mutant GTP binding change; GST-Rac1 activated beads, fluorescent GTP binding, flow cytometry; actives lie on both sides; 100% means binding = to untreated wells; 190,000 tested, 0.11% active; percent activity (GTP binding), % at 10 µM; P63000;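 active = GTP binding at least 20 percentage points away from the 100% baseline, in either direction, so actives lie on both sides; inconclusive = Compound likely fluorescent itself, or too few beads counted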
# The depositor's hits bear a star; ? = inconclusive; nt = no result given.
SMILES,Rab2A wt mod,RGS8-Gao,Mcl1 Noxa PPI,Rac1 wt modul,Cdc42 wt,Pf gamet viab,Mcl-1 Bim block,Rab7 wt modul,HRas wt GTP bind,Mcl1 Bid PPI,Rac1 mut GTP
Nc1cc(C(F)(F)F)cc2c1SCC(=O)N2,102,99,13,104,104,nt,-4,105,102,-8,101
COC(=O)Nc1ccc(S(=O)(=O)N2CCCC(C(=O)Nc3cccnc3)C2)cc1 (stereo unspecified),98,91,10,99,101,2,-1,98,100,10,96
COc1ccc(/C=C/CN2CCCC(CCC(=O)NCc3ccc(F)c(F)c3)C2)cc1 (stereo unspecified),96,97,20,102,96,-9,0,99,98,-20,100
Cc1ccc(O)c(N=Cc2ccc(C)s2)c1,101,103,4,103,100,12,-8,103,102,-85,100
c1ccc(-c2cnn3c(-c4ccccc4)c(-c4ccccc4)nc3n2)cc1,?,98,-42,?,?,nt,nt,?,?,18,?
O=C(NCCN1CCOCC1)c1ccc(Cl)c(S(=O)(=O)N2CCCCCC2)c1,99,98,-24,102,101,nt,3,96,99,-29,101
CC/C(=C\C(=O)c1ccncc1)Nc1ccc(O)cc1,100,98,-1,101,100,3,5,98,102,-72,101
CC(C)(C)n1nnnc1C(c1ccc2ncccc2c1)N1CCC(O)CC1 (stereo unspecified),103,99,-12,102,101,-24,-3,107,99,-10,98
O=C(c1ccccc1)C(CCC(CN1CCOCC1)C(=O)c1ccccc1)CN1CCOCC1 (stereo unspecified),99,101,23,103,101,-19,2,98,101,37,101
COc1ccc(/C=C2\SC(N3CCc4ccccc4C3)=NC2=O)cc1OC,99,99,-26,99,100,-33,17,99,98,-117,99
COc1ccc(Nc2nc(CN3CCOCC3)nc3sc4c(c23)CCC(C)C4)cc1OC (stereo unspecified),97,104,30,102,100,nt,4,92,98,-10,98
CN(C)c1nc(Oc2ccc(=O)n(-c3ccccc3)n2)nc(N2CCOCC2)n1,102,98,-9,103,101,-13,0,100,100,-8,99
[O-][n+]1ccccc1SC/C=C/c1ccccc1,99,108,16,97,98,4,-3,102,96,-4,94
CC1CCN(CCCNC(=O)c2ccc3c(=O)n(Cc4ccc(Cl)cc4)c(=S)[nH]c3c2)CC1,99,109,34,99,96,14,-3,104,103,-24,96
Cc1ccc(N2CCN(/N=C/C(Cl)=C/c3ccccc3)CC2)cc1,96,98,-3,98,96,25,-2,105,96,-34,97
CC1(c2cnc(Nc3ccccc3)s2)CCC(=O)O1 (stereo unspecified),102,104,-1,110,101,nt,-2,103,101,-22,100
Cc1ccc(C)c(Oc2nnnn2-c2ccccc2)c1,100,108,22,96,101,nt,-3,99,96,-1,97
O=c1oc2ccccc2c(Nc2ccc(F)cc2)c1[N+](=O)[O-],101,103,11,100,97,nt,1,107,98,-6,93
CCCS(=O)(=O)n1nc(-c2ccc(Br)cc2)cc1N,101,100,-2,99,101,nt,-3,103,102,-2,99
Cc1ccc(SCCNS(=O)(=O)c2ccc(F)cc2)cc1,95,102,4,100,93,-19,-1,101,100,-19,90
Cc1ccc(-n2cc(CNC(C)Cn3cncn3)c(-c3ccc(F)cc3)n2)cc1 (stereo unspecified),101,95,2,100,98,7,-3,100,99,-4,96
N/C(=N\OS(=O)(=O)c1ccc(Cl)cc1)c1cccnc1,102,102,0,102,104,nt,-3,101,103,0,102
CC(Sc1nnc(CNc2cccc3ccccc23)n1-c1ccccc1)C(=O)N/N=C/c1ccco1 (stereo unspecified),98,98,6,99,101,nt,-3,101,99,-30,99
O=C(NC(=S)Nc1cccc2[nH]ncc12)c1ccccc1,98,102,21,99,97,nt,3,92,97,-33,96
Cc1nc2n(n1)C(c1ccccc1)C1=C(CC(c3ccco3)CC1=O)N2 (stereo unspecified),103,112,12,109,104,-21,-2,101,102,-14,102
SMILES,Rab2A wt mod,RGS8-Gao,Mcl1 Noxa PPI,Rac1 wt modul,Cdc42 wt,Pf gamet viab,Mcl-1 Bim block,Rab7 wt modul,HRas wt GTP bind,Mcl1 Bid PPI,Rac1 mut GTP
Clc1ccc(-c2cnn3c(-c4ccncc4)ccnc23)cc1,93,98,16,94,94,nt,0,100,93,6,93
N=C(c1cccc([N+](=O)[O-])c1)N1CCCCCC1,97,103,3,97,101,5,-6,97,98,-20,93
Cc1ccc(-c2cc3c(N=O)c4ccccc4c-3n[nH]2)cc1,94,99,7,96,91,9,0,104,92,8,94
O=c1c2ccccc2n(Cc2ccccc2F)c(=O)n1Cc1ccccc1F,95,99,-5,100,95,-39,-5,95,99,-22,97
Cc1ccc(OCC(=O)Nc2ccc(-c3nc4ncccc4o3)cc2)c(C)c1,101,95,16,105,102,0,2,103,102,44,99
CCOCC(=O)N1CCCC(C(=O)OCC)C1 (stereo unspecified),99,98,5,105,101,4,-2,99,100,12,99
CS(=O)(=O)N1CCN(c2ccc(C(=O)NC34CC5CC(CC(C5)C3)C4)cc2[N+](=O)[O-])CC1,97,101,11,103,99,nt,-2,98,100,-21,102
CCOC(=O)c1c(C)c(C(=O)NCCOC)c(C)n1CC,102,99,12,109,104,nt,-3,100,101,-25,99
CSc1cccc(NC(=S)N2CCCN(Cc3ccccc3F)C2)c1,98,94,11,97,93,12,-4,106,94,-26,93
CNc1cc(Cl)nc(SC)n1,94,102,13,100,97,3,0,99,96,-18,93
CCCCCC(=O)N/N=C/c1ccccc1[N+](=O)[O-],101,97,3,98,98,10,-3,105,101,-6,96
Cc1ccc2cc(-c3noc(C(C)(C)C)n3)c(=O)[nH]c2c1,96,103,4,98,99,-15,-4,96,98,7,97
CCCC(=O)Nc1nc(-c2ccccc2)c(CC)s1,89,102,14,96,88,nt,1,93,95,-46,91
COc1ccc(O[C@H]2C=C[C@@H](c3ccccc3)O[C@@H]2COC(=O)CC/C(C)=N/O[C@@H](C)c2cc(-c3c(C)cc(C)cc3C)no2)cc1,103,101,-9,105,105,nt,-6,103,101,-11,98
O=C(CN1CCNCC1)Nc1ccccc1Cl,94,98,4,90,94,nt,-6,97,95,-4,92
Oc1nc(Nc2ccc(Cl)cc2Cl)sc1/C=C1\C=Nc2ccccc21,91,96,42,95,97,1,11,94,94,-17,91
Cc1csc(SCc2nnc(-c3ccccc3Br)o2)n1,101,102,0,103,100,nt,-5,101,102,-16,99
CC(C)(C)NC(=O)NC(=O)CSc1cccc(C(F)(F)F)c1,?,107,15,?,?,-17,-3,?,?,-1,?
COc1cc(/C=C2/SC(=S)N(C)C2=O)ccc1OC(=O)c1ccco1,91,106,24,100,102,16,-5,96,96,-4,94
CCOC(=O)N1CCN(C(=O)CSc2nnc(-c3cccc(OC)c3)o2)CC1,102,100,-6,107,102,24,-3,100,100,-13,98
CCOc1cc(C#N)c(NC(=O)Cn2nnc3ccccc32)cc1OCC,?,89,-11,?,?,-21,1,?,?,-24,?
CCO[C@H]1OC(C(=O)N2CCN(Cc3ccc4c(c3)OCO4)CC2)=C[C@@H](c2cn(C(C)=O)c3ccccc23)[C@@H]1CCCO,98,98,-5,97,95,-5,0,105,97,-3,95
COc1ccccc1-c1nnc2sc(-c3cc4ccccc4o3)nn12,99,99,12,98,98,9,3,101,99,4,97
CCOC(=O)c1ccc(OCc2c(C)noc2C)cc1,95,102,9,102,97,nt,0,99,98,6,96
Cc1ccccc1Nc1nc(N)nc(CN(C)c2ccccc2)n1,102,100,-5,104,102,0,0,103,102,-59,101
SMILES,Rab2A wt mod,RGS8-Gao,Mcl1 Noxa PPI,Rac1 wt modul,Cdc42 wt,Pf gamet viab,Mcl-1 Bim block,Rab7 wt modul,HRas wt GTP bind,Mcl1 Bid PPI,Rac1 mut GTP
O=C(NCc1ccc(F)cc1)C1CCN(S(=O)(=O)N2CCOCC2)CC1,102,107,4,104,101,1,-2,105,100,12,101
O=C(CSc1nc(-c2ccccc2)cc(C(F)(F)F)n1)NCCN1CCOCC1,99,115,11,107,102,nt,-4,99,100,-4,99
O=C(NCCc1cccc(Cl)c1)c1ccc(Cl)c([N+](=O)[O-])c1,98,100,0,103,103,27,-5,99,100,2,99
O=C(O)CCSCCC(=O)O,100,99,14,103,101,nt,-1,101,99,-22,100
CCOC(=O)CNc1ncc([N+](=O)[O-])cc1C#N,100,103,7,104,101,21,8,100,98,-7,100
CCOCCn1c(SCc2ccc(F)cc2)nc2c1c(=O)[nH]c(=O)n2C,98,100,-12,100,96,nt,0,96,98,-10,96
COc1ccccc1NC(=O)CSc1nnc(-c2ccoc2C)n1CCc1ccccc1,96,97,15,100,99,nt,3,95,99,-11,100
CCOc1cc(NC(=S)NCCCN2CCOCC2)c(OCC)cc1NC(=O)c1cccc(C)c1,95,99,3,98,98,13,-2,96,94,-39,95
CCCN(CCC)S(=O)(=O)c1ccc(C(=O)Nc2ccc(OCC(=O)N3CCOCC3)cc2)cc1,102,102,-6,102,101,-3,0,103,103,-39,98
CC(=O)c1sc(Nc2ccc(C)cc2)nc1C,105,100,23,103,102,0,-4,98,102,-17,100
COc1ccc(-c2ccc(C(=S)N3CCN(C(C)=O)CC3)o2)cc1,98,94,15,92,93,nt,-5,100,95,-76,93
COc1ccc2c(c1)nc(N)n2Cc1ccccc1,92,113,6,91,91,nt,-2,89,91,-46,93
CCS(=O)(=O)N1CCN(C(=O)c2cccnc2)CC1,98,100,25,97,100,5,0,101,99,-12,96
CC(=O)Nc1ccc(S(=O)(=O)Nn2cnnc2)cc1,96,98,14,98,96,-9,0,107,98,6,94
Cc1ccc(-c2nnc(N3CCN(C(=O)COc4ccccc4)CC3)c3ccccc23)cc1,100,97,14,101,100,29,0,101,101,3,98
CCCC(C(=O)c1ccccc1)n1cncn1 (stereo unspecified),95,81,-4,97,97,nt,-2,94,96,-19,96
Fc1ccc(C2=NN(c3ccccc3)C(c3ccco3)C2)cc1 (stereo unspecified),96,99,-5,99,99,14,-11,96,98,-40,96
Cc1cccc(C(=O)NC(NC(=S)Nc2ccc(S(N)(=O)=O)cc2)C(Cl)(Cl)Cl)c1 (stereo unspecified),101,74,15,100,100,2,-8,99,100,-27,99
CNC(=S)Nc1ccc(Br)cc1,100,99,-4,100,101,nt,-7,98,100,-81,100
Cc1occc1C(=O)NNC(=O)COc1ccc(Br)cc1Br,98,97,-9,102,95,-31,-6,98,100,2,98
CCn1c(=NC(=O)CSCC(=O)Nc2nccs2)sc2ccccc21,102,98,-9,100,103,8,3,102,102,-1,98
CC1CCN(CCCCOc2ccc(Br)cc2)CC1,99,101,13,108,101,nt,0,104,103,9,99
O=C(CN(c1ccccc1)S(=O)(=O)c1ccccc1[N+](=O)[O-])NN=C1CCCCCCC1,98,98,16,95,97,nt,0,100,101,11,96

# Source: PubChem (several laboratories)
